Screening data (PubChem)
PGC1a acetyl inh: PGC1a acetylation modulation, inhibitor mode | U2OS PGC1a acetylation, AlphaScreen anti-acetyl-lysine; with virally co-expressed GCN5 acetyltransferase | inhibition, % at 15.6 µM | 350,000 tested, 0.17% active;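 active means every replicate shows inhibition of at least 40%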;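 further: 0% = neutral control wells and 100% = positive control wells; some results beyond the cut were filed as inactive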
ARNT TACC3 PPI: ARNT/TACC3 interaction disruption | inhibition, % at 9.99 µM | 390,000 tested, 0.66% active | AlphaScreen His-ARNT PAS-B/GST-TACC3 binding, luminescence; TACC3 fragment carries E629A point mutation | Q9Y6A5 | AID 623870;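 active means mean inhibition of replicates at least 50% and at least half of replicates each reaching 50%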;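 further: 0% = complete ARNT plus TACC3 wells and 100% = ARNT alone without TACC3; many hits fall short of the cut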
Statin myotox sup: suppression of simvastatin myotoxicity; C2C12 myotubes + simvastatin, ATP luminescence, 48 h; scaled: DMSO 0, geranylgeraniol control 100; rescue of ATP level, % at 7.49 µM; 330,000 tested, 0.78% active; AID 602340;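 active means mean ATP rescue above about 67%, or every replicate alone reaching that limit, limit read from the data, passing the limit was not always enough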;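 further: myotubes were challenged with 10 µM simvastatin during compound exposure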
PAX8 inh HTS: lowers PAX8-driven luciferase in RMG-I cells | inhibition, % at 12.6 µM | 360,000 tested, 1.2% active | RMG-I TPO-luciferase reporter, SteadyGlo, 24 h;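 active means mean replicate inhibition at least 60% with every replicate also reaching 60%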;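 further: luciferase light reporting Pax8 driven TPO promoter activity; plate controls were median of neutral control wells for no effect and mitoxantrone controls for full effect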
PglD inh: inhibitors of Campylobacter jejuni PglD acetyltransferase; inhibition, % at 12.5 µM; AID 602405; purified PglD enzyme, DTNB colorimetric CoA detection; 360,000 tested, 0.098% active; in the data active means inhibition above about 16%, passing the limit was not always enough; further: strong numbers were not always called active
LGR2 antag: inhibitors of bursicon-induced Drosophila LGR2 receptor cAMP signaling; HEK293 LGR2, CRE-luciferase, bursicon-stimulated, 4 h; inhibition, % at 9.99 µM; 380,000 tested, 0.35% active;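 active means drop in luminescence signal, shown as inhibition above about 50% in the replicate tests, limit read from the data, passing the limit was not always enough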;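 further: agonist challenge used bursicon conditioned medium at about half maximal strength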
Cneo AK release: causes C. neoformans cell lysis; 360,000 tested, 0.2% active; AID 651654; adenylate kinase release luminescence, 4 h; normalised: neutral wells 0, clomiphene wells 100; lysis activity, % at 15 µM;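 active means mean lysis activity across replicates of at least 80%, whatever share of replicates individually reach that level; inactive means mean lysis activity below 80%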
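Material – Cryptococcus neoformans yeast cells · Quantity – 5 × 10^6 yeast cells/mL · Buffer or medium – YPD medium · Compound – single dose · Timing – 4 h static compound exposure, 37 °C, read 1 h post-reagent · Signal – adenylate kinase release luminescence · Read-out basis – lysis from increased AK signal · Benchmarks – Clomiphene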
GSIS activator: GLuc luminescence reporter in INS-1E cells, primary screen for activators of glucose-dependent secretion of insulin; activation, % at 16.6 µM; 370,000 tested, 0.61% active; INS-1E GLuc reporter insulin secretion, 2-3 h;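 active means lowest replicate activation of at least 40%, so every replicate reaches that level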;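 further: 0% = median of neutral control wells and 100% = median of IBMX positive control wells; some compounds called inactive have numbers as strong as hits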
* hit, by the source's call; . = not tested or not shown.

smiles,PGC1a acetyl inh,ARNT TACC3 PPI,Statin myotox sup,PAX8 inh HTS,PglD inh,LGR2 antag,Cneo AK release,GSIS activator
O=C1[C@H](Cc2ccccc2)NCC=CC[C@@H](c2ccc(Cl)cc2)N1Cc1ccccc1,.,-4,-8,-4,1,19,38,-28
Cc1oc2c(O)c(O)ccc2c(=O)c1-c1ccc(Cl)cc1,-21,-3,2,20,7,8,3,-2
Cc1[nH]c(=O)[nH]c(=O)c1S(=O)(=O)N1CCCCC1,.,-1,8,4,-3,-7,2,1
O=C(NC1CCCC1)C(c1ccccc1F)N(C(=O)c1csnn1)C1CC1 (stereo unspecified),9,2,6,5,-96,-4,-7,2
COc1cc(CN2CCN(Cc3cn(C)c4ccccc34)CC2CCO)cc(OC)c1 (stereo unspecified),-11,7,-14,14,-2,-7,0,-4
C[C@H](NC(=O)C[C@@H]1C=C[C@@H](NS(=O)(=O)c2cccc(F)c2)[C@@H](CO)O1)c1ccccc1,1,-2,-9,-4,3,-5,-6,1
O=C(CNC(=O)c1cccs1)N/N=C/c1ccccc1[N+](=O)[O-],7,-3,0,-40,-2,-42,1,18
Cc1cc(NC(=O)CSc2nc(=O)n(CCCN(C)C)c3c2CCCC3)no1,.,1,21,-6,5,0,8,24
CCNc1nc(NCC)nc(OCC(=O)O)n1,2,-7,1,-15,.,2,.,17
COc1ccc(C(=O)C2CCCN(C(=O)c3cc(C4CC4)[nH]n3)C2)c(C)c1 (stereo unspecified),1,-4,-5,27,-14,8,2,1
C[N+]1(CCNC(=O)/C=N/O)CCCCC1,5,1,-5,.,2,.,0,.
N#Cc1cc2c([nH]c1=S)CCCCCC2,13,-2,35,.,-4,.,4,.
C=CCC1(C#N)C(=S)NC2=C(C(=O)CC(C)(C)C2)C1c1ccc(Br)cc1 (stereo unspecified),2,-26,.,-10,9,1,6,2
O=C(O)CCCCCCC(=O)Nc1ccc(C2OC(CSCCO)CC(c3ccccc3)O2)cc1 (stereo unspecified),-5,-10,.,-12,1,.,-1,.
CC(C)Cn1c2nc3ccccc3nc2c2c(=O)n(CCN3CCOCC3)cnc21,7,0,13,.,-4,2,-2,-4
Cc1ccc(-c2nnn(CC(=O)Nc3ccccc3N3CCOCC3)n2)cc1,3,28,2,.,0,5,1,0

3 compounds out of the list, arranged by heavy-atom count, low to high:
smiles,PGC1a acetyl inh,ARNT TACC3 PPI,Statin myotox sup,PAX8 inh HTS,PglD inh,LGR2 antag,Cneo AK release,GSIS activator
C[N+]1(CCNC(=O)/C=N/O)CCCCC1,5,1,-5,.,2,.,0,.
CCNc1nc(NCC)nc(OCC(=O)O)n1,2,-7,1,-15,.,2,.,17
C=CCC1(C#N)C(=S)NC2=C(C(=O)CC(C)(C)C2)C1c1ccc(Br)cc1 (stereo unspecified),2,-26,.,-10,9,1,6,2

More entries
smiles,PGC1a acetyl inh,ARNT TACC3 PPI,Statin myotox sup,PAX8 inh HTS,PglD inh,LGR2 antag,Cneo AK release,GSIS activator
O=C(CC1C(=O)NCCN1C(=O)Nc1ccccc1)Nc1cccc(Cl)c1 (stereo unspecified),.,-2,-3,4,.,1,.,-7
CC12CC3CC(C)(C1)CC(C(=O)Nc1nn[nH]n1)(C3)C2,8,6,39,.,.,-5,.,6
O=C(c1nc2ccccn2c1CNCCCn1ncc2ccccc21)N1CCCC1,4,6,18,4,3,1,-4,8
CCC(C)NC(=O)COc1ccccc1[N+](=O)[O-] (stereo unspecified),.,-2,.,24,.,-11,.,15
O=C(Nc1ncc(Cl)cc1Cl)c1c(F)cccc1Cl,.,3,.,-28,.,-16,.,15
Cc1nn(-c2ccccc2)c(C)c1NC(=O)COC(=O)c1ccc(Cl)c(N)c1,.,-3,-5,13,-1,2,-1,20
C=CCOc1cccc(CNc2ccc3[nH]c(=O)[nH]c3c2)c1,15,14,15,1,-4,9,6,9
CO[C@H]1CN(C)C(=O)c2cc(NC(=O)Nc3ccccc3)ccc2OC[C@@H](C)N(C(=O)CN(C)C)C[C@@H]1C,-3,-11,9,.,-2,-7,9,-6
Cc1ccc(C)c(NC(=O)CC2Oc3ccccc3NC2=O)c1 (stereo unspecified),10,12,-1,-14,4,-2,1,9
CCOC(=O)C1(Cc2ccc(Cl)cc2)CCN(C(C)Cc2ccc(O)c(OC)c2)CC1 (stereo unspecified),.,.,-11,29,5,3,-1,-37
COC(=O)c1[nH]c2ccc(F)cc2c1NS(=O)(=O)c1ccc(OC)cc1,.,-12,.,38,.,10,.,-18
CCOC(=O)C(NC(=O)Nc1ccccc1)(OCC)C(F)(F)F (stereo unspecified),-6,-4,.,.,-2,-2,6,8
CCOC(=O)N1CCN(C(=O)c2ccc3oc(CCc4ccccc4)nc3c2)CC1,16,.,0,-17,1,12,-1,-4
COCC(=O)N(C)C[C@@H]1Oc2ncc(C#Cc3ccc(F)cc3)cc2C(=O)N([C@@H](C)CO)C[C@H]1C,-3,-6,7,.,-2,-12,-3,8
C[C@H](CO)N1C[C@H](C)[C@@H](CN(C)CC2CCCCC2)Oc2ccc(N(C)C)cc2C1=O,-8,-1,24,-10,-6,-22,-3,0
O=C(Nc1ccccc1)N1CCc2ccccc2C1,7,0,9,-149,7,.,-2,.
CN(C(=O)c1cccc(N2C(=O)C3CC=CCC3C2=O)c1)C1CCCCC1 (stereo unspecified),-3,5,-5,.,-2,.,7,.
CC(NC(=O)COC(=O)c1cn(-c2ccccc2)nc1-c1cccs1)c1ccccc1 (stereo unspecified),2,-6,11,.,-2,.,-2,.
CCN(Cc1nc(-c2ccccc2)no1)C(=O)c1ccoc1C,.,6,-2,1,3,-7,-14,14
Cc1nc2sc(C(c3cccc(F)c3)N3CCC(O)CC3)c(O)n2n1 (stereo unspecified),12,.,.,-12,-6,.,0,.
Cc1noc(C)c1S(=O)(=O)Nc1ccc2c(c1)CC(=O)N([C@H](C)CO)C[C@@H](C)[C@H](CN(C)CC1CC1)O2,-1,-7,11,.,7,14,1,5
O=C(O)CS(=O)(=O)c1ccc(C(F)(F)F)cn1,33,-5,.,1,.,0,.,-32
COC(=O)CSc1nc2ccccc2nc1SCC(=O)OC,-8,0,25,.,-1,-5,-2,67*
COc1ccc(C(=O)C(C)OC(=O)CN2C(=O)c3ccccc3C2=O)cc1 (stereo unspecified),10,1,2,.,-2,-5,-2,.

Quoted from the listing.
Reading of CCN(Cc1nc(-c2ccccc2)no1)C(=O)c1ccoc1C under Statin myotox sup: -2
Reading of COC(=O)CSc1nc2ccccc2nc1SCC(=O)OC under GSIS activator: 67*
Reading of Cc1noc(C)c1S(=O)(=O)Nc1ccc2c(c1)CC(=O)N([C@H](C)CO)C[C@@H](C)[C@H](CN(C)CC1CC1)O2 under PGC1a acetyl inh: -1

Going on with the list.
smiles,PGC1a acetyl inh,ARNT TACC3 PPI,Statin myotox sup,PAX8 inh HTS,PglD inh,LGR2 antag,Cneo AK release,GSIS activator
Cc1ccc(S(=O)(=O)Nc2ccc3c(c2)C(=O)N([C@H](C)CO)C[C@H](C)[C@H](CN(C)C(=O)Nc2ccc4c(c2)OCO4)OCCCC[C@H](C)O3)cc1,2,4,.,-9,2,2,1,-11
COc1ccc(NC(=O)C23CCC(C)(C(=O)O2)C3(C)C)cc1 (stereo unspecified),-1,1,1,.,-4,-18,0,7
CC(C)CNc1ncnc2c1ncn2[C@H]1CN(CCc2ccccc2)C[C@@H](CO)O1,.,.,5,-79,0,37,-1,-26
C[C@H]1CCCCO[C@@H](CN(C)Cc2ccc(C(F)(F)F)cc2)[C@@H](C)CN([C@@H](C)CO)C(=O)c2cc(NC(=O)c3ccccc3)ccc2O1,-2,-5,.,87*,2,33,-2,-18
CS(=O)(=O)c1ccc(C(=O)OCC(=O)NCc2cccs2)cc1[N+](=O)[O-],-7,-1,-121,101*,3,13,0,51
CC(C)C#Cc1ccc2c(c1)O[C@H](CN(C)C(=O)CN(C)C)[C@@H](C)CN([C@@H](C)CO)S2(=O)=O,-7,1,-2,-14,-1,2,-1,6
Cc1noc(C)c1NC(=O)Nc1ccc2c(c1)C(=O)N([C@H](C)CO)C[C@@H](C)[C@@H](CN(C)Cc1ccc3c(c1)OCO3)O2,8,19,19,-6,-1,-9,43,-11
COCCn1c(C)cc(C(=O)COC(=O)c2n[nH]c3ccccc23)c1C,2,3,11,14,-4,.,-1,-7
COc1ccccc1C1=NOC(C)(c2nnc(Cc3ccccc3)o2)C1 (stereo unspecified),.,-10,2,13,7,-19,-4,-7
CC(=O)OCN(C#N)c1nc(N(C)C)nc(N(C)C)n1,-3,-23,2,.,9,.,-1,.
O=C(O)CSc1ccnc2cc(Cl)ccc12,11,1,.,-13,7,14,2,-11
COc1ccc(OCC(=O)Nc2ccc(N3CCN(C(=O)c4ccco4)CC3)cc2)cc1,-4,-4,.,2,.,5,.,-10
CC1CCN(C(=O)c2cc3ccccc3o2)CC1,18,1,1,.,0,-65,4,-14
Cc1ccc(S(=O)(=O)Nc2c(C)cc(C)nc2Cl)cc1,-7,-17,6,-11,4,-5,0,3
CC[C@@]12C(=O)N(c3cccc(F)c3)C(=O)N1[C@H](c1ccc(Cl)cc1)[C@@H]1C(=O)N(C3CCCCC3)C(=O)[C@@H]12,.,-1,-7,8,0,17,3,3
Cc1noc(C)c1NC(=O)N(C)C[C@@H]1OCCCC[C@@H](C)Oc2ccc(NC(=O)NC3CCCCC3)cc2C(=O)N([C@H](C)CO)C[C@H]1C,-8,-4,.,4,3,3,-1,-3
COc1ccc(OC)c(C(O)c2coc3ccc(O)c(CN4CCOCC4)c23)c1 (stereo unspecified),-4,-1,.,.,.,16,.,11
CCCN1CCN(CCCNC(=O)c2ccc(CS(=O)c3ccccc3C)o2)CC1 (stereo unspecified),7,-4,-5,-9,-2,7,0,-13
CSCCC(NC(=O)c1cc(S(=O)(=O)N2CCOCC2)ccc1C)c1nc2ccccc2[nH]1 (stereo unspecified),-1,-6,-6,2,-1,-22,0,2
COc1ccc(S(=O)(=O)N(C)C[C@@H]2OCCCC[C@H](C)Oc3ccc(NC(=O)NC4CCCCC4)cc3C(=O)N([C@@H](C)CO)C[C@H]2C)cc1,-9,-2,.,17,0,-1,0,-19
COc1ccccc1C1CCN(Cc2c(C)[nH]c3ccccc23)CC1,1,6,.,36,0,8,0,-13
C[C@@H]1CN([C@@H](C)CO)C(=O)Cc2cc(NC(=O)C3CCCCC3)ccc2O[C@@H]1CN(C)S(=O)(=O)c1cccs1,-4,-8,4,11,3,-10,2,-15
Cc1ccc(C(=O)OCc2nc3ccccc3s2)o1,.,-8,5,-174,.,-104,.,12
COc1ccccc1-c1ccc2c(c1)O[C@H](CN(C)C(=O)c1ccccc1)[C@@H](C)CN([C@H](C)CO)S2(=O)=O,-6,.,-17,14,-2,-3,6,-21
COc1ccc(S(=O)(=O)N2CCOC2CNC(=O)C(=O)NCc2ccc3c(c2)OCO3)cc1C (stereo unspecified),-17,.,28,16,-3,.,-1,.
Cc1c(NC(=O)c2nn3c(C(F)(F)F)cc(-c4ccccc4)nc3c2Br)c(=O)n(-c2ccccc2)n1C,.,3,.,6,.,-2,.,-4
O=c1ccc(=O)n(CCc2ccccn2)[nH]1,.,-2,.,-24,.,10,.,21
COC(=O)c1ccccc1NC(=O)N1CCN(Cc2ccco2)CC1,16,3,1,3,3,-15,-2,14
Cc1c(C(=O)NCCO)sc2nc3n(c(=O)c12)CCC3,-4,-2,-10,-16,.,5,.,2
O=C(NCCc1ccccc1)[C@H]1[C@H](CO)[C@H]2Cn3c(cccc3=O)[C@H]2N1Cc1ccncc1,.,7,-6,.,5,15,3,-1
O=C(NCc1ccc(F)cc1)C(c1ccco1)N(C(=O)c1csnn1)c1ccccc1 (stereo unspecified),-27,-5,1,-5,-3,-5,5,2
Cc1cccc(C)c1NC(=O)COC(=O)c1c(C)nn(-c2ccccc2)c1C,-1,.,2,8,.,3,.,10
